# Screening results as filed in PubChem BioAssay.
# Ba/F3 V617F tox: reduce viability of Ba/F3 cells dependent on JAK2V617F; Ba/F3 EpoR-JAK2V617F viability, ATP luminescence; AID 1446; 1.1% of 220,000 active; inhibition, % at 5.6 µM;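 active means inhibition above the campaign mean plus 3 SD over all tested compounds, cut at about 24% in these data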;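 further: cytokine-independent growth of Ba/F3 cells driven by EpoR plus mutant JAK2; 0% = DMSO-treated cells and 100% = JAK inhibitor I control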
# NPY-Y2 PAM-ag: potentiators or agonists of human neuropeptide Y receptor Y2; P49146; cells expressing NPY-Y2, potentiator/agonist read-out; activation, % at 3.6 µM; 0.45% of 220,000 active; in the data active means activation above about 27%;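 further: cells stimulated with NPY near EC25 plus isoproterenol at EC100; 0% = vehicle plus submaximal agonist and 100% = vehicle plus saturating agonist; some results beyond the cut were filed as inactive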
# NPY Y1 blocker: antagonists of human neuropeptide Y receptor Y1. inhibition, % at 3.6 µM. HEK293-CNG Y1 cells, membrane potential fluorescence; NPY at EC95, then isoproterenol. P25929. 1% of 200,000 active;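 active means inhibition above the campaign mean inhibition of all tested compounds plus 3 SD, cut at about 20% in these data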;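 further: 0% = DMSO wells given NPY plus isoproterenol and 100% = isoproterenol alone without NPY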
# Target sequence (P25929 whole entry, looked up): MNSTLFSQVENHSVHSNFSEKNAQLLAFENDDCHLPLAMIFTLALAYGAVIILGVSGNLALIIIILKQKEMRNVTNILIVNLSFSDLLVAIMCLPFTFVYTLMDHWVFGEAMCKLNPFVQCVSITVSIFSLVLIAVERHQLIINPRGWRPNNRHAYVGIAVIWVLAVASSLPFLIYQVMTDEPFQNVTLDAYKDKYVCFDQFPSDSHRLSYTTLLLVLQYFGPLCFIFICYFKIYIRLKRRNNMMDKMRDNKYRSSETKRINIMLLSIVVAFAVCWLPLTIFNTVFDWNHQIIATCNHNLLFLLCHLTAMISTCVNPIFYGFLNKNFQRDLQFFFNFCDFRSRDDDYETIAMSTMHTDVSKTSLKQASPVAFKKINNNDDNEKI
#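 Material: HEK293 cells with Y1 receptor plus CNG channel; times: compound incubation 1 h at room temperature, readout 45 min post-stimulation; signal: fluorescence, membrane potential probe; read-out basis: fluorescence ratio normalized to % inhibition between controls; benchmarks: full-block control isoproterenol-only wells, zero-block control NPY plus isoproterenol wells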
# S1P4 antag: human S1P4 receptor antagonism; O95977; S1P4-expressing cells, antagonist mode, reporter read-out; inhibition, % at 4.98 µM; 0.26% of 220,000 active; AID 1510; in the data active means inhibition above about 29%;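 further: 0% = wells stimulated with agonist and 100% = vehicle wells without agonist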
# BaF3 parental: parental Ba/F3 viability inhibition as JAK2V617F counter-screen; CellTiter-Glo ATP luminescence; inhibition, % at 5.6 µM; 1.1% of 220,000 active; AID 1486;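 active means inhibition above a per-campaign cutoff, the mean inhibition of all tested compounds plus 3 SD, cut at about 27% in these data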;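 further: 0% = DMSO wells and 100% = JAK Inhibitor I control wells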
# CHOP inhibitor: blocks CHOP induction under ER stress; CHO-K1 CHOP-promoter luciferase, tunicamycin-induced, 15-18 h; inhibition, % at 10 µM; 3.8% of 220,000 active; AID 2732;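 active means compounds that reduced the stress-induced luciferase reporter signal by more than about 70% of percent inhibition, limit read from the data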;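 further: 0% = tunicamycin plus vehicle and 100% = wells without tunicamycin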
# S1P4 ag: agonists of human S1P4 receptor. S1P4-expressing cell line, agonist reporter assay. 0.35% of 220,000 active. O95977. activation, % at 4.98 µM; in the data active means activation above about 11%;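 further: 0% = DMSO vehicle and 100% = reference agonist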
# NCF1 inh: blocks human p47phox regulatory protein of NADPH oxidases | P14598 | p47phox/p22phox peptide binding, fluorescence polarization, 2 h | inhibition, % at 24.7 µM | 0.53% of 220,000 active | AID 1274;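 active means inhibition above about 30%, limit read from the data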;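 further: 0% = p47phox with labelled peptide and 100% = labelled peptide alone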
# Target sequence (P14598 whole entry, looked up): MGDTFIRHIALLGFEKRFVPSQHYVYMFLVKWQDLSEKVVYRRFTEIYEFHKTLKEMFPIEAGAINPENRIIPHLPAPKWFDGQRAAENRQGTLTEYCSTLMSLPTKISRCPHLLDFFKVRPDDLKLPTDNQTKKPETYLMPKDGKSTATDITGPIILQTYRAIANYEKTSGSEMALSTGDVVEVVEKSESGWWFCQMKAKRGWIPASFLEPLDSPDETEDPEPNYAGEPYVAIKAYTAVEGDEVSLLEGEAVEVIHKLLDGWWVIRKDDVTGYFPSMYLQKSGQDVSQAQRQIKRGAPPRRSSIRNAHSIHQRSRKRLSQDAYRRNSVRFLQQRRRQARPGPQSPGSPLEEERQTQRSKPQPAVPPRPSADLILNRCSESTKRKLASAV
# NPY-Y1 PAM-ag: potentiators or agonists of human neuropeptide Y receptor Y1; 0.37% of 220,000 active; activation, % at 3.6 µM; NPY-Y1 expressing cells, potentiator/agonist activation; P25929; in the data active means activation above about 33%, passing the limit was not always enough;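 further: cells stimulated with NPY at EC10 then isoproterenol at EC100; 0% = low agonist plus stimulus and 100% = saturating agonist plus stimulus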
# Starred values were filed as active, the others as inactive; / = no result given.
cpd	mol	Ba/F3 V617F tox	NPY-Y2 PAM-ag	NPY Y1 blocker	S1P4 antag	BaF3 parental
1	O=C(N/N=C/c1ccc(-c2ccccc2[N+](=O)[O-])o1)c1cncc(Br)c1	0	-2	4	-11	3
2	O=C(NCCCN1CCCC1=O)c1cc(-c2ccc3c(c2)OCO3)nc2ccccc12	-1	-4	2	-3	0
3	Cc1cccc(NC(=O)COC(=O)CNC(=O)C2CCCCC2)c1	2	-11	0	-3	4
4	C=CCn1c(CCCNC(=O)CCC)nc2ccccc21	-3	7	-2	-9	0
5	Cc1ccc2nsnc2c1S(=O)(=O)N(Cc1ccco1)Cc1cc2ccc(C)c(C)c2[nH]c1=O	-5	10	5	-8	-1
6	CSc1nnc(-c2ccccc2SC)o1	6	-8	-1	8	8
7	Nc1nc(-c2ccccc2)cs1	3	3	0	-4	4
8	Cc1ccc(OC(=O)COc2ccccc2C)c(-n2nc3ccccc3n2)c1	-3	-13	-3	-9	0
9	CC1CCN(S(=O)(=O)N2CCC(C(=O)NCc3cccs3)CC2)CC1	-3	-3	-6	-8	1
10	Cc1ccc(C(=O)NCCc2nnc3ccc(SCC(=O)Nc4ccccc4C)nn23)cc1	5	11	5	-2	7

cpd	CHOP inhibitor	S1P4 ag	NCF1 inh	NPY-Y1 PAM-ag
1	-3	2.3	-11	0
2	11	0.2	-6	-8
3	4	-2.3	-10	17
4	-1	-1.0	-5	-9
5	57	1.6	-7	12
6	5	-2.7	-13	-15
7	48	-0.6	-3	-19
8	29	-0.7	-6	-34
9	0	-0.5	-1	-24
10	10	-0.9	-13	-12

# New compounds follow.
cpd	mol	Ba/F3 V617F tox	NPY-Y2 PAM-ag	NPY Y1 blocker	S1P4 antag	BaF3 parental
11	O=C(O)CCC(=O)Nc1ccc(C(=O)OCC(=O)c2ccc(Cl)cc2Cl)cc1	-5	18	1	-5	2
12	COc1cccc(NS(=O)(=O)c2ccc3[nH]cc(C(=O)N(C)Cc4ccco4)c(=O)c3c2)c1	0	-12	1	-9	6
13	OCCC1CN(Cc2cccn2-c2ncccn2)CCN1Cc1ccc(F)cc1 (stereo not given)	0	-2	/	9	-3
14	O=C(CN1CCOc2ccccc21)NC1CCN(Cc2ccccc2)CC1	0	7	2	-5	7
15	COc1ccc(NC(=O)Nc2ccc(N3CCCC3=O)cc2)cc1OC	-4	26	3	-4	0
16	CCOC(=O)c1sc2nc(C(C)C)c3c(c2c1N)CCC3	-2	6	-4	1	-2
17	CCOc1cc(C(=O)N2CCN=C2SC)cc(OCC)c1OCC	-3	16	2	-6	2
18	O=C(c1ccc2nc(-c3ccccc3)c(-c3ccccc3)nc2c1)N1CCCCC1	1	11	/	-1	5
19	Cc1cc(Cl)ccc1NC(=S)N(CCCN1CCOCC1)Cc1cccs1	1	-4	3	-11	7
20	CN1CCN(C(=O)CCC(=O)O)CC1	-6	-15	/	8	2

cpd	CHOP inhibitor	S1P4 ag	NCF1 inh	NPY-Y1 PAM-ag
11	22	1.4	-3	15
12	3	-1.5	-13	-10
13	16	0.2	-10	2
14	12	-0.1	-6	3
15	8	-1.1	-18	13
16	38	1.1	9	15
17	6	1.3	-2	-21
18	-3	1.7	4	18
19	22	0.3	-27	-42
20	-2	0.4	-6	24

# (further entries)
cpd	mol	Ba/F3 V617F tox	NPY-Y2 PAM-ag	NPY Y1 blocker	S1P4 antag	BaF3 parental
21	CCS(=O)(=O)Nc1ccc(C2=NN(S(=O)(=O)c3ccc(F)cc3)C(c3ccco3)C2)cc1 (stereo not given)	8	-14	6	-8	8
22	C#CCSc1nnc(-c2sc3ccccc3c2Cl)o1	4	-16	13	-23	2
23	COc1cc(-c2cc(-c3ccc(F)cc3)nc(N)c2C#N)ccc1O	0	5	-3	0	5
24	NC(=O)c1cc(-c2ccccc2)nc(N2CCOCC2)n1	-1	-10	-9	-33	4
25	Cc1ccc(C(N)=S)c(C)c1	2	-10	5	4	4
26	COCCSc1nnc(NC(=O)c2ccc3c(c2)OCO3)s1	-1	4	3	-3	3
27	Cc1nc(N2N=C(c3ccc(Cl)cc3)CC2c2ccco2)sc1C(=O)N(C)C (stereo not given)	0	-11	9	-10	7
28	N=c1n(CCO)c2ccccc2n1Cc1ccccc1Cl	-1	-14	2	-5	4
29	CCC(C)C(NC(N)=O)C(=O)Nc1ccc(OCc2ccccc2)cc1 (stereo not given)	1	5	/	1	2
30	CCCCc1ccc(NC(=S)NCc2cccc(OC)c2)cc1	4	-21	13	-11	3

cpd	CHOP inhibitor	S1P4 ag	NCF1 inh	NPY-Y1 PAM-ag
21	11	2.9	-248	-2
22	58	-0.1	-2	-29
23	43	0.8	-36	-9
24	39	1.1	-9	-19
25	12	17*	-9	6
26	-8	3.2	-5	-2
27	20	3.1	-16	-8
28	25	3.0	-14	-14
29	13	2.6	10	-2
30	102*	-0.7	-3	-26

# Six records picked at random from those above, as already listed:
cpd	mol	Ba/F3 V617F tox	NPY-Y2 PAM-ag	NPY Y1 blocker	S1P4 antag	BaF3 parental
26	COCCSc1nnc(NC(=O)c2ccc3c(c2)OCO3)s1	-1	4	3	-3	3
29	CCC(C)C(NC(N)=O)C(=O)Nc1ccc(OCc2ccccc2)cc1 (stereo not given)	1	5	/	1	2
21	CCS(=O)(=O)Nc1ccc(C2=NN(S(=O)(=O)c3ccc(F)cc3)C(c3ccco3)C2)cc1 (stereo not given)	8	-14	6	-8	8
25	Cc1ccc(C(N)=S)c(C)c1	2	-10	5	4	4
24	NC(=O)c1cc(-c2ccccc2)nc(N2CCOCC2)n1	-1	-10	-9	-33	4
27	Cc1nc(N2N=C(c3ccc(Cl)cc3)CC2c2ccco2)sc1C(=O)N(C)C (stereo not given)	0	-11	9	-10	7

cpd	CHOP inhibitor	S1P4 ag	NCF1 inh	NPY-Y1 PAM-ag
26	-8	3.2	-5	-2
29	13	2.6	10	-2
21	11	2.9	-248	-2
25	12	17*	-9	6
24	39	1.1	-9	-19
27	20	3.1	-16	-8

# Next results.
cpd	mol	Ba/F3 V617F tox	NPY-Y2 PAM-ag	NPY Y1 blocker	S1P4 antag	BaF3 parental
31	Cc1cc(NC(=O)c2ccc(S(=O)(=O)Nc3ccccc3)cc2)no1	-7	-2	-1	-12	1
32	CCCCNC(=O)Nc1ccccc1C(=O)NCc1ccco1	1	2	2	-48	2
33	CC(=O)N1CCC(N(CCN2CCOCC2)C(=S)Nc2cc(C)cc(C)c2)CC1	-2	14	-2	10	1
34	Nc1c(NCCc2ccccc2)c2ccccc2oc1=O	-4	-18	-2	-7	3
35	CC(C)(C)C(=O)/C=c1\[nH]c(=O)/c(=C\c2ccc(C#N)cc2)s1	0	5	4	-20	3
36	CN(C)c1cnn(-c2ccccc2)c(=O)c1Cl	-3	3	-1	-16	2
37	COC(=O)c1ccc(-c2nn(C)c(=O)c3ccccc23)cc1	-1	8	-4	-12	3
38	CCOc1cccc(CNCCO)c1OCc1ccc(Cl)cc1Cl	1	-14	19	-12	4
39	Cc1ccccc1-c1nc(CN2CCCC2c2ccc(F)cc2)c(C)o1 (stereo not given)	4	-11	3	-10	7
40	COc1ccc(C2(CNC(=O)c3ccccc3)CCOCC2)cc1	3	0	/	-3	3

cpd	CHOP inhibitor	S1P4 ag	NCF1 inh	NPY-Y1 PAM-ag
31	-3	-2.9	-13	34
32	54	0.6	-8	4
33	9	0.0	-3	5
34	15	1.9	-8	-5
35	44	1.6	-13	-5
36	-36	1.9	-8	-5
37	-7	0.2	-3	-7
38	35	1.0	-9	-37
39	14	2.8	-63	-5
40	7	-0.3	3	-22

# The results go on:
cpd	mol	Ba/F3 V617F tox	NPY-Y2 PAM-ag	NPY Y1 blocker	S1P4 antag	BaF3 parental
41	COc1ccc(-c2c(C#N)c(N)n(N)c(=O)c2C#N)cc1Cl	7	-4	-4	-4	11
42	O=C1CCCCCC1C1(O)C(=O)Nc2ccc(Br)cc21 (stereo not given)	0	19	-1	1	3
43	Cc1ccc2nc(-c3ccc(NC(=O)C(C)N4C(=O)c5ccccc5C4=O)cc3)sc2c1 (stereo not given)	3	12	-3	1	10
44	CC(Oc1ccc(Cl)cc1)c1ccnn1S(=O)(=O)c1ccc(Cl)cc1 (stereo not given)	3	-20	21*	-34	6
45	C=CCOC(=O)C1C(=O)CC(C)(O)C(C(=O)OCC=C)C1c1ccc(OC)cc1 (stereo not given)	-1	-7	2	-1	5
46	O=S(=O)(NCCCN1CCOCC1)c1ccc2c(c1)OCCO2	0	-1	4	-17	5
47	Cn1c(=NC(=O)CSCC(=O)N2CCOCC2)sc2ccccc21	-2	6	6	-1	5
48	Cc1ccc(N(CC(=O)Nc2cc(Cl)ccc2Oc2ccccc2)S(C)(=O)=O)c(C)c1	0	-3	2	-10	3
49	Cn1c(=O)c2ncn(CC(=O)Nc3ccc4oc(-c5cccc6ccccc56)nc4c3)c2n(C)c1=O	0	4	2	-19	3
50	CCOC(=O)N1CCN(C(=O)c2ccc(Cl)nc2)CC1	6	1	/	3	-6

cpd	CHOP inhibitor	S1P4 ag	NCF1 inh	NPY-Y1 PAM-ag
41	1	0.1	-3	-23
42	-5	-2.2	-13	-17
43	9	-2.1	-29	-23
44	67	-2.6	9	-9
45	-12	1.9	-3	1
46	2	3.3	-13	13
47	20	1.6	-14	12
48	-2	0.3	-7	12
49	/	2.5	/	-13
50	-12	0.8	-5	8

# (continued)
cpd	mol	Ba/F3 V617F tox	NPY-Y2 PAM-ag	NPY Y1 blocker	S1P4 antag	BaF3 parental
51	O=C1/C(=C/c2ccc(O)c(O)c2)SC(=S)N1Nc1ccccc1	38*	39*	-9	2	-6
52	O=C(NC1CCCCCC1)c1ccc2nc3cc(Cl)ccc3c(=O)n2c1	0	10	-3	-5	2
53	CCc1ccccc1N/C(=N\S(=O)(=O)c1ccccc1)C(F)(F)F	3	4	0	-15	7
54	N#CC1=C(N2CCCCC2)c2cc3c(n2C1=O)CCCC3	2	-7	2	-14	3
55	Cc1nc(-c2ccc([N+](=O)[O-])cc2)sc1C(=O)O	1	-18	-1	-12	7
56	Cc1ccc(S(=O)(=O)C/N=C(/NC(=S)N(c2ccccc2)c2ccccc2)c2ccccc2)cc1	-2	-4	-2	-6	1
57	Cn1c(=O)c2c(nc(N3CCOCC3)n2C)n(C)c1=O	-1	-1	0	-11	4
58	C/C(CC(=O)Nc1ccc(OCc2ccccc2)cc1)=N\NC(=O)C(=O)Nc1ccc(C)c(Cl)c1	2	6	7	-22	2
59	CSc1nc(N)nc(SCC(=O)CC(=O)OC(C)C)c1C#N	-4	1	0	-8	0
60	COc1ccc(Cc2noc(CN3CCC(c4ccncc4)CC3)n2)cc1OC	3	13	-6	-14	9
61	Cc1nc2c(C#N)c(-c3ccc(Cl)cc3)ccn2n1	3	-8	10	-11	-1
62	O=[N+]([O-])c1cccc2ccc(/C=C/c3cccc(Br)c3)nc12	-3	17	4	-5	2
63	CC(=O)c1ccc(NC(=O)C(C)Sc2nnnn2C)cc1 (stereo not given)	1	-1	-6	0	4

cpd	CHOP inhibitor	S1P4 ag	NCF1 inh	NPY-Y1 PAM-ag
51	27	-0.3	-164	31
52	45	1.1	-7	-10
53	3	-0.3	1	14
54	12	0.7	-72	-25
55	-12	2.5	-9	-1
56	9	0.3	-14	-10
57	20	0.1	-18	-9
58	-2	0.1	-1	-5
59	8	0.4	-8	-24
60	42	0.0	-5	0
61	2	-0.6	7	-3
62	9	0.7	-17	4
63	7	2.4	-13	0
